Assay outcomes deposited in PubChem by several laboratories.
PPARg SRC-3 ag – PPARgamma agonists recruiting SRC-3 coactivator, primary screen, biochemical. Peroxisome proliferator-activated receptor gamma (Homo sapiens), P37231. biochemical PPARgamma/SRC-3 coactivator recruitment assay. activation, % at 8 µM. 0.26% of 200,000 active. AID 731, 2007; in the data active means activation above about 23%;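 further: 0% = DMSO and 100% = reference agonist; some compounds past the cut are filed as inactive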
STAT1 blocker – STAT1 signaling inhibitors, primary screen, cell-based, HTS, luciferase reporter | NIH 3T3 STAT1-luciferase reporter, IFN-gamma, luminescence | inhibition, % at 5.5 µM | 0.35% of 200,000 active;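 active means inhibition above a set limit, the mean inhibition across all tested compounds plus 3 SD, cut at about 34% in these data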;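 further: 0% = IFN-gamma with DMSO and 100% = IFN-gamma with 300 µM nifuroxazide; values of inactives mirror those of a sister screen read the other way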
PPARg SRC2 recr – agonists of PPARg-SRC-2 recruitment, primary screen, biochemical, HTS; Peroxisome proliferator-activated receptor gamma (Homo sapiens), P37231; PPARgamma LBD-SRC-2 recruitment; activation, % at 8 µM; 0.34% of 200,000 active; AID 1032, 2008; in the data active means activation above about 22%;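 further: 0% = vehicle and 100% = reference agonist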
STAT3 act – IL-6 driven STAT3 reporter potentiators, primary screen, U3A cells, luciferase, luminescence, MLSCN library | IL-6 STAT3-luciferase reporter; 100% = signal with IL-6 EC80 alone | activation (% of control), % at 5.6 µM | 0.91% of 190,000 active | AID 871, 2007;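 active means activation above the screen-wide mean of compound activation plus 3 SD, cut at about 130% in these data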;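 further: 0% = background luminescence of wells with medium and substrate only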
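Material: human U3A cells carrying STAT3-luciferase construct. Measured by: reporter luminescence signal. Timing: compound 1 h, then IL-6 6 h at 37 °C.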
PPARg SRC-1 ag – PPARgamma agonists recruiting SRC-1 coactivator, primary screen, biochemical; Peroxisome proliferator-activated receptor gamma (Homo sapiens), P37231; PPARgamma-SRC-1 coactivator recruitment biochemical assay; activation, % at 8 µM; 0.41% of 200,000 active; AID 631, 2007; in the data active means activation above about 19%;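 further: 0% = DMSO and 100% = reference agonist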
STAT3 blocker – IL-6 driven STAT3 reporter inhibitors, primary screen, U3A cells, luciferase, luminescence, MLSCN library; IL-6 STAT3-luciferase reporter; host cell line lacks STAT1; 0.89% of 190,000 active; AID 862, 2007; inhibition, % at 5.5 µM;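 active means inhibition above the mean inhibition across all screened compounds plus 3 SD, cut at about 44% in these data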;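 further: 0% = DMSO only wells and 100% = 100 µM nifuroxazide control wells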
S1P3 antag – S1P3 receptor antagonists, primary screen, cell-based. 0.27% of 170,000 active. Sphingosine 1-phosphate receptor 3 (Homo sapiens), Q99500. inhibition, % at 4.98 µM. AID 485, 2006. CHO S1P3 NFAT-BLA reporter, FRET fluorescence, antagonist mode;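 active means inhibition above the plate cutoff, the mean inhibition of test wells on that plate plus 3 SD, cut at about 28% in these data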;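 further: cells challenged with S1P at its EC80 of 0.8 µM; blue over green emission ratio from cleaved BLA substrate after 4 h stimulation; 0% = S1P-stimulated wells and 100% = unstimulated DMSO-only wells; some compounds past the cut are filed as inactive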
Target sequence (Q99500 whole entry, looked up): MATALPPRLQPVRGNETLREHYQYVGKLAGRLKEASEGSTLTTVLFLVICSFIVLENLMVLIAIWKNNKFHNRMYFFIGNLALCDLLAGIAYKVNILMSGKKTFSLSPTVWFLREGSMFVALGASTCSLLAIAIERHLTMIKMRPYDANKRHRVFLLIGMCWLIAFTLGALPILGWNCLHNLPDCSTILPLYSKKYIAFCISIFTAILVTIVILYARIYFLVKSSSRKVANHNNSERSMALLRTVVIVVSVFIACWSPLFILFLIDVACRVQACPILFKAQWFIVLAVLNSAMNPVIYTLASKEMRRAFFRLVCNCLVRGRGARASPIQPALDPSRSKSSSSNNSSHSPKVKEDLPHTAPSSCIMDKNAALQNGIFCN
ROMK primary – ROMK potassium channel modulators, primary screen, cell-based, thallium flux, MLSMR library. ATP-sensitive inward rectifier potassium channel 1 (Homo sapiens), P48048. Tet-inducible ROMK, thallium flux fluorescence; actives lie on both sides. B-score at 10 µM. 2% of 130,000 active. AID 1918, 2009;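 active means signal ratio slope over the read window, or its plate-corrected B-score, at least 3 SD from the plate mean, either direction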;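 further: B-score of the F/F0 ratio slope over 7 to 12 s after thallium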
Target sequence (P48048 whole entry, looked up): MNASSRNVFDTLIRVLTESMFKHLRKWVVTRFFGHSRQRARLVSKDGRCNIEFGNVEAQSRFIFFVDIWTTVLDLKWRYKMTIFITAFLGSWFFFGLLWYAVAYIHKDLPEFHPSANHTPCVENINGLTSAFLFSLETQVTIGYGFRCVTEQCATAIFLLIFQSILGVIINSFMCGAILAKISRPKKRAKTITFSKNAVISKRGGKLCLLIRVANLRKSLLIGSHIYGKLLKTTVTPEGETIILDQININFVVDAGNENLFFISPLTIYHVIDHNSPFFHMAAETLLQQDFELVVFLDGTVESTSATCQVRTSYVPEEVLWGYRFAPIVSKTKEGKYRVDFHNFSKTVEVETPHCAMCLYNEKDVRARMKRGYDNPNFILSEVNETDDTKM
TLR4 MyD88 comp – inhibitors of TLR4-MyD88 association in cells, primary screen, cell-based, HeLa CL3-4, BLA complementation, FRET ratio | Toll-like receptor 4 (Homo sapiens) + Myeloid differentiation primary response protein … | HeLa CL3-4 TLR4/MyD88 BLA complementation | inhibition, % at 8.4 µM | 0.18% of 200,000 active | AID 861, 2007; in the data active means inhibition above about 25%;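 further: 0% = vehicle and 100% = reference inhibitor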
RAM network inh – inhibitors of the yeast RAM network, primary screen, dse1pr::URA3 reporter, 5-FOA selection. S. cerevisiae dse1pr::URA3 reporter, 5-FOA growth OD615, 2 d; analog-sensitive cbk1-as2 kinase mutant strain. inhibition, % at 50 µM. 1.8% of 190,000 active. AID 868, 2007;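 active means inhibition above a set limit, 3 SD over mean compound inhibition, cut at about 8.4% in these data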;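 further: 0% = DMSO-only wells with no growth and 100% = 10 µM 1-NA-PP1 full growth; inhibition rescues growth on 5-FOA so higher OD means more RAM inhibition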
SRC2 TRFRET art – TR-FRET signal artefacts, primary screen, artefact control for PPARgamma SRC-2 agonist project, biochemical; TR-FRET ratio at 8 µM; TR-FRET artefact counter-screen; active compounds read high; 0.4% of 200,000 active; AID 1049, 2008; in the data active means TR-FRET ratio above about 2000; further: inactives centre near 1500
An asterisk follows results filed as active; · = not tested or not shown.

SMILES	PPARg SRC-3 ag	STAT1 blocker	PPARg SRC2 recr	STAT3 act	PPARg SRC-1 ag	STAT3 blocker	S1P3 antag	ROMK primary	TLR4 MyD88 comp	RAM network inh	SRC2 TRFRET art
COc1ccccc1Nc1nc(N)nc(CSc2nc(C)cc(C)n2)n1	5	-1	5	109	5	-5	-6	0.0046	-8	1.1	1575
OC(CCN1CCCCC1)(c1ccccc1)c1ccccc1	7	3	5	102	8	0	11	·	8	0.6	1551
COc1ccnc(Oc2cc(Cl)cc(Cl)c2)c1C#N	-4	0	-4	98	6	7	-5	·	1	4.2	1464
Nc1[nH]n(-c2ccccc2)c(=O)c1N=Nc1ccc2c(c1)OCCO2	6	-22	-1	65	12	45*	-9	0.054	-2	3.9	1530
O=C(NCc1cccc(C(F)(F)F)c1)C1CC(c2c(Cl)cccc2Cl)=NO1 (stereo unspecified)	6	6	-3	99	2	5	·	·	-14	5.4	1657
CCOC(=O)CSc1ccc(S(=O)(=O)N(CC)CC)cc1[N+](=O)[O-]	0	-1	-3	95	5	10	-7	-1.5	8	2.5	1563
O=C(Cn1c(=O)c(=O)n(Cc2ccccc2)c2ccc(Cl)cc21)Nc1cccc(F)c1	0	-4	-6	110	-1	-8	-19	·	3	2.5	1515
COCCn1c(SCC(=O)c2ccc(F)cc2)nnc1C(C)C	1	-2	-1	82	6	28	-19	·	15	0.9	1443
CCOC(=O)c1ccc(S(=O)(=O)N2CCC(C(=O)O)CC2)cc1	1	-5	-3	102	-4	5	·	·	3	2.1	1364
c1ccc(CCNc2ncnc3nc[nH]c23)cc1	13	-5	9	85	7	22	13	·	-6	1.3	1718
Cc1ccc(N(CC(=O)NCc2ccc3c(c2)OCO3)S(C)(=O)=O)cc1	7	0	-2	98	3	7	-9	-0.014	-11	0.5	1557
Cn1nc(C(=O)N2CCN(S(=O)(=O)/C=C/c3ccccc3)CC2)c2ccccc2c1=O	-2	6	1	94	8	2	-8	·	-6	-0.6	1497
Cc1ccc(C(=O)Nc2cccc(C(=O)NCc3ccccc3)c2)cc1	3	12	5	107	2	-9	14	·	7	1.9	1562
COCCn1c(SCC(=O)Nc2nc(C)c(Cl)cc2Cl)nc2ccccc21	4	-1	9	116	0	-15	-3	-1.2	-10	0.1	1626
CCOc1ccc(NC(=O)N(CCN2CCOCC2)Cc2ccc3c(c2)CCCN3CC)cc1	-2	0	3	104	-1	3	18	-1.1	-8	0.6	1517
CC(C)C(C)(C#N)NC(=O)CSc1ncnc2sc(-c3ccccc3)cc12 (stereo unspecified)	-1	5	8	92	-3	9	·	0.47	-9	2.0	1515
Cc1ccc(NC2=NC(c3ccccc3)n3c(nc(C)cc3=O)N2)cc1 (stereo unspecified)	-3	-4	2	104	-1	-3	-15	·	-1	1.3	1399
ClCc1csc(-c2ccccc2Cl)n1	17	-11	25*	94	19	12	-2	0.026	-7	-0.4	2108*
COc1ccc(CCn2nnnc2C(c2ccccc2)N2CCN(C)CC2)cc1OC (stereo unspecified)	6	-9	5	99	8	4	-44	0.83	-4	0.3	1375
CCCCOc1ccc(C2(C(=O)O)CCCC2)cc1	-16	-8	-3	101	3	3	-6	0.11	-3	3.5	1582
c1ccc(SCc2nc(-c3ccncc3)no2)cc1	-6	-33	3	117	-6	-17	-36	·	7	-0.6	1433
O=C1CN(C(=O)c2cc([N+](=O)[O-])ccc2Cl)C(c2ccc(F)cc2)c2cc(F)ccc2N1 (stereo unspecified)	0	3	16	103	2	-3	2	-0.37	-4	3.9	1702
CCO[C@H]1OC(C(=O)NCc2ccccc2)=C[C@@H](c2cn(C(C)=O)c3ccccc23)[C@@H]1CCCO	1	2	-3	·	0	·	2	·	-4	4.0	1570
S=C(Nc1ccc2nc(-c3ccccn3)c(-c3ccccn3)nc2c1)N1CCOCC1	6	1	6	98	6	7	-8	-0.11	2	0.5	1786
O=C(O)CCC(=O)N1CCc2cc(S(=O)(=O)N(CCc3ccccc3)Cc3ccccc3)ccc21	0	0	1	104	-4	3	·	0.47	-1	2.0	1489
COCCOC(=O)c1[nH]c2c(c1C)C(=O)C(C(=O)OC)C(C)C2 (stereo unspecified)	-4	-19	1	108	2	0	-23	·	-3	1.1	1518
CCc1nc(N2CCCCC2)c2oc3ccccc3c2n1	3	11	8	91	1	18	-2	·	10	0.0	1386
Clc1ccc(OCc2nc(-c3ccccn3)n[nH]2)cc1	-3	-7	3	97	-2	13	-14	·	14	-1.7	1525
COc1ccccc1NC(=O)N1CCC(C(=O)c2ccc(F)cc2)CC1	2	-4	12	104	0	-2	-5	0.05	6	0.7	1592
Cc1ccc(/C=N/NC(=O)CNC(=O)c2ccc(S(=O)(=O)N3CCCC3)cc2)o1	1	9	6	102	7	-2	-12	-0.076	4	2.0	1789
Cc1ccc(C)n1-c1sc2c(c1C(=O)O)CCCC2	0	2	-4	106	3	-4	-7	1.1	-11	1.9	1621
CCOc1ccc(C(C)NC(=S)NC2CCCCC2)cc1 (stereo unspecified)	3	12	-4	94	11	13	-15	-0.069	1	0.2	1510
COc1cccc(OC)c1C(=O)NN1CCCCC1	10	0	-5	103	-4	6	·	·	1	0.8	1637
CN(C)c1cc(C(F)(F)F)nc(-c2ccccn2)n1	-3	5	3	99	0	11	·	·	-6	0.0	1536
CNS(=O)(=O)c1ccc2nc(NC(=O)c3ccc(N4C(=O)CCC4=O)cc3)sc2c1	0	-10	1	103	-2	5	-8	0.13	6	4.1	1505
CC1(C)Cc2ccccc2-c2c1c(=O)n(-c1ccccc1)c1nnnn21	6	6	13	92	6	13	·	-0.68	-5	·	1718
COc1ccc(Nc2nc(N)nc(COc3ccc(OC)cc3)n2)cc1	2	-10	-7	99	5	4	·	·	8	2.7	1540
Cc1ccc(/C=C/C(=O)NCCCN2CCN(CCCNC(=O)/C=C/c3ccc(C)cc3)CC2)cc1	-1	-4	-7	102	3	-5	-16	-0.73	-13	0.9	1623
CCn1cc(C(=O)N2CCN(c3ccccc3OC)CC2)c2cc(OC)c(OC)cc2c1=O	9	12	9	96	4	10	-11	0.079	-15	-0.4	1700
C[n+]1cccc(CNC(=O)/C=N/O)c1	6	1	5	106	6	-4	·	0.1	1	0.3	1670
Cc1cc(C(=O)N2CCN(Cc3ccc4c(c3)OCO4)CC2)cs1	1	-1	6	93	2	12	18	·	0	-0.5	1598
COc1cc2c(cc1OC)C(C(=O)Nc1ccccc1N1CCN(C)CC1)C1c3ccccc3CCN1C2=O (stereo unspecified)	6	3	3	100	7	1	-12	-1.2	-3	-0.1	1634
COc1ccc(-c2csc(NC(C)=O)n2)cc1OC	-3	-2	-3	102	-5	2	-13	0.44	-5	-0.9	1547
COc1ccc(/C=N/NC(=O)CCCCCNC(=O)c2ccccc2)cc1	1	1	6	95	6	5	-4	·	11	0.8	1574
Cc1nnc(SCC(=O)Nc2ccc3c4c(cccc24)CC3)n1C	-1	-2	-1	102	-6	0	-16	·	5	2.1	1421

Next part, overlapping the part above by three compounds.
SMILES	PPARg SRC-3 ag	STAT1 blocker	PPARg SRC2 recr	STAT3 act	PPARg SRC-1 ag	STAT3 blocker	S1P3 antag	ROMK primary	TLR4 MyD88 comp	RAM network inh	SRC2 TRFRET art
COc1ccc(-c2csc(NC(C)=O)n2)cc1OC	-3	-2	-3	102	-5	2	-13	0.44	-5	-0.9	1547
COc1ccc(/C=N/NC(=O)CCCCCNC(=O)c2ccccc2)cc1	1	1	6	95	6	5	-4	·	11	0.8	1574
Cc1nnc(SCC(=O)Nc2ccc3c4c(cccc24)CC3)n1C	-1	-2	-1	102	-6	0	-16	·	5	2.1	1421
COc1cc2c(cc1OC)C1=NC(=O)CN1C(SCc1ccccc1)=N2	4	4	2	91	9	17	·	·	11	0.9	1586
CC(=O)Nc1ccc2nc(NC(=O)COc3cccc(C)c3)sc2c1	2	-10	-1	106	-8	5	13	0.19	11	0.6	1304
COc1ccc(C2(C(=O)Nc3c(C)n(C)n(-c4ccccc4)c3=O)CCCC2)cc1OC	-1	1	-1	106	5	-5	-15	-0.55	-5	0.1	1511
Cc1cc([N+](=O)[O-])cnc1N1CCOCC1	-1	8	8	90	3	14	3	1.1	8	0.3	1537
O=C1CCc2cc(S(=O)(=O)N3CCN(C(=O)c4ccco4)CC3)ccc2N1	7	7	-3	94	1	8	-35	-0.66	3	1.7	1425
Cc1cc(C)c2c(n1)sc1c(N3CCN(CCO)CC3)ncnc12	9	-10	1	111	-1	-10	-7	-1.6	6	1.7	1314
CC(NC(=O)COc1ccc(Oc2ccccc2)cc1)C(=O)O (stereo unspecified)	-9	2	3	96	0	5	·	0.22	0	-1.0	1479
O=C(O)/C=C/c1ccc(OCCCF)cc1	5	-5	-1	106	1	-5	-4	-0.18	0	-0.1	1533
CC(OC(=O)c1ccc2c(=O)n3c(nc2c1)CCCCC3)C(=O)Nc1ncc(Cl)cc1Cl (stereo unspecified)	1	-2	-2	99	-4	2	3	·	0	0.1	1625
Cc1n[nH]c(C)c1C(=O)CC1(O)C(=O)N(CCc2ccccc2)c2ccc(Cl)cc21 (stereo unspecified)	-5	4	2	103	-2	3	-4	·	9	-0.7	1380
CS(=O)(=O)N(CC(=O)NC1CCCC1)c1cccc(F)c1	4	2	4	99	3	5	-9	0.5	0	2.4	1535
Cc1cc(C)cc(NC(=O)c2snc3c(=O)[nH]cnc23)c1	-2	4	3	99	1	0	·	0.23	-12	1.1	1582
N#Cc1cc(-c2ccc(Cl)cc2)cnc1Sc1ccc(F)cc1	0	-2	4	94	2	13	·	·	1	12*	1635
Cc1cc(S(=O)(=O)Nc2ccc(N(C)C)cc2)c(C)s1	4	4	11	96	6	12	·	0.21	-2	0.2	1525
Cn1cnnc1SCc1ccc(C(=O)O)cc1	-2	4	1	102	3	2	·	1.2	-18	-0.8	1569
N#C/C(=C\c1cn(Cc2ccccc2C#N)c2ccccc12)C(=O)NCc1cccs1	3	-5	-2	101	-7	7	·	0.22	-6	3.0	1418
